Screens as filed in PubChem.
NCI-60 one-dose screen, 48 h, at 10 µM unless noted. Numbers give growth in % (100 = growth as untreated, 0 = no growth, -100 = all killed).
IGROV1 = IGROV1 ovarian cancer | actives 4.7% (n = 79,000) | AID 1794786
SW-620 = SW-620 colon cancer; actives 5.2% (n = 82,000)
HT29 = HT29 colon cancer; AID 1794748; actives 7.4% (n = 81,000)
COLO 205 = COLO 205 colon cancer | actives 7.3% (n = 79,000) | AID 1794742
OVCAR-4 = OVCAR-4 ovarian cancer cells. actives 3.7% (n = 80,000)
SK-OV-3 = SK-OV-3 ovarian cancer cells | actives 3.2% (n = 80,000) | AID 1794785
HCT-15 = HCT-15 colon cancer; actives 5.2% (n = 82,000)
HCT-116 = HCT-116 colon cancer; actives 7.3% (n = 82,000); AID 1794798
KM12 = KM12 colon cancer cells | actives 5% (n = 82,000) | AID 1794800
* marks the source's active call; other numbers are inactive results; nt = not tested or not shown; & = joins results of further samples; [ ] = another dose, or the depositor's remark. Rule for the calls: active = growth percent below 10; inactive = the rest.

Values run as follows: IGROV1 | SW-620 | HT29 | COLO 205 | OVCAR-4 | SK-OV-3 | HCT-15 | HCT-116 | KM12
O=C(Nc1c2ccccc2nc2ccccc12)c1ccccc1CN1C(=O)c2ccccc2C1=O
    21 | 16 | 11 | 9.8* | 45 | 36 | 19 | 16 | 26
O=C1CCCC2=C1C(c1c[nH]c3ccc(Br)cc13)Cc1cc(Br)ccc1N2 (stereo not given)
    24 | 23 | 12 | 43 | 101 | 45 | 27 | 19 | 22
COC1=C(N(C)C)C(=O)c2ccccc2C1=O
    113 | 107 | 116 | 127 | 103 | 115 | 113 | 115 | 99
Cc1ccc(C2=NN(c3nc(-c4cc5ccccc5oc4=O)cs3)C(c3ccc(C)cc3)C2)cc1 (stereo not given)
    104 | 105 | 124 | 111 | 99 | 80 | 92 | 110 | 106
O=C1O[C@H]2[C@@H](I)[C@H]3C[C@H]2[C@H]1[C@H]3c1ccccc1
    104 | 102 | 103 | 102 | 100 | 97 | 100 | 90 | 105
O=C(CNC(=O)Cn1c(=O)[nH]c2ccccc2c1=O)N=Nc1c(O)[nH]c2ccccc12
    109 | 101 | 109 | 120 | 107 | 135 | 104 | 94 | 108
O=C(CCl)c1ccc2c(c1)CCCC2
    89 | 83 | 103 | 113 | 107 | 110 | 70 | 84 | 107
Nc1ccccc1Cn1c(=O)[nH]c2cnc(Nc3ccc(OCCN4CCCCC4)cc3)nc21
    87 | 101 | 89 | 104 | 103 | 102 | 102 | 94 | 109
Nc1nc2c(c3ncccc13)C(c1cccc(Cl)c1)Cc1ncccc1-2 (stereo not given)
    50 | 23 | 2.3* | -21* | 52 | 14 | 22 | 24 | 19
O=C(/C=C/c1ccco1)c1ccccc1O
    104 | 100 | 112 | 119 | 106 | 115 | 93 | 97 | 100
O=S(=O)(NCCCNc1nccc(-c2c(-c3cccc(F)c3)nc3sccn23)n1)c1ccccc1
    35 | 91 | 33 | 29 | 55 | 71 | 38 | 57 | 62
O=C1Nc2ccccc2C1(c1c[nH]c2ccccc12)c1c[nH]c2ccccc12
    8.3* | 77 | 53 | -28* | -25* | 73 | 32 | 37 | 12
O=C(CSc1nc2ccccc2c(=O)n1-c1ccccc1)c1cc2cc(Cl)cc(Cl)c2oc1=O
    93 | 110 | 96 | 124 | 94 | 90 | 100 | 87 | 100
Nc1ncncc1-c1ccccc1
    103 | 102 | 93 | 110 | 105 | 102 | 98 | 101 | 108
CCCOCC(O)CN1CCN(c2ccccc2)CC1 (stereo not given)
    114 | nt | 99 | 115 | 127 | 112 | 112 | 101 | 110
CC1(C)CC[C@]23CC[C@]4(C)[C@H](CC[C@@H]5[C@@]6(C)C/C(=C\O)C(=O)C(C)(C)[C@@H]6CC[C@]54C)[C@H]2[C@H]1OC3=O
    105 | 102 | 103 | 109 | 121 | 98 | 110 | 115 | 105
O=C1COc2cc(O)ccc21
    128 | 108 | 110 | 95 | 99 | 101 | 103 | 118 | 113
O=C(OCC(O)C(O)C(O)C(O)COC(=O)c1ccccc1)c1ccccc1 (stereo not given)
    108 | 104 | 101 | 107 | 105 | 106 | 100 | 102 | 108
[O-][n+]1c2ccccc2nc2ccccc21
    129 | 102 | 101 | 93 | 116 | 99 | 72 | 104 | 101
Cc1cccc(C(=O)N2C(=O)[C@@]3(c4ccccc42)[C@@H](c2ccc(F)cc2)[C@H](C(=O)c2ccc(O)cc2)[C@@H]2CCCN23)c1
    60 | 99 | 87 | 116 | 85 | 119 | 71 | 75 | nt
Cc1cnc(CSc2nc(-c3ccc(-c4ccccc4)cc3)cn2-c2ccc(Cl)cc2)c(C)c1
    103 | 94 | 74 | 98 | 92 | 86 | 90 | 68 | 100
COc1cc2ccc(CC(=O)O)cc2cc1OC
    105 | 108 | 101 | 117 | 101 | 115 | 102 | 103 | 104
CC(C)C1=CC23CCC4C(C)(C(=O)O)CCCC4(C)C2CC1C1C(=O)N(c2ccccc2)C(=O)C13 (stereo not given)
    100 | 92 | 109 | 109 | 107 | 98 | 79 | 86 | 85
CCOC(=O)c1c(C(=O)c2cn(C)c3ccc(OC)cc23)c(-c2cn(C)c3ccc(OC)cc23)n(NC(=O)OC(C)(C)C)c1C
    55[100 µM] | 89[100 µM] | 74[100 µM] | 96[100 µM] | 71[100 µM] | 76[100 µM] | 93[100 µM] | 51[100 µM] | 70[100 µM]
COc1ccc(N2CCN(c3ncnc4sc5c(c34)CCN(C(=O)OC(C)(C)C)C5)CC2)cc1
    96 | 96 | 96 | 104 | 103 | 110 | 99 | 91 | 95
COc1cnc2c(c1)C(=O)c1c-2n(CCCBr)c(=O)c2cc([N+](=O)[O-])ccc12
    2.2* | 12 | 1.0* | -26* | 5.1* | 8.4* | 21 | -25* | 1.4*
Cc1nc2n[nH]c(N)c2c(C#N)c1C
    118 | 108 | 111 | 128 | 104 | 101 | 112 | 98 | 125
CSc1nc(N)c(NS(=O)(=O)c2ccc(C(C)=O)cc2)c(=O)[nH]1
    106 | 102 | 103 | 99 | 117 | 117 | 98 | 93 | 103
Cc1nc(Nc2ccccn2)sc1C(=O)/C=C/c1ccc(Br)cc1
    78 | 46 | 26 | nt | 82 | nt | 30 | 73 | 24
Oc1ccc2c(ccc3[nH]cnc32)c1
    99 | 103 | 102 | 106 | 99 | 108 | 113 | 107 | 107

Quoted at random: seven compounds from above, in no set order.
Values run as follows: IGROV1 | SW-620 | HT29 | COLO 205 | OVCAR-4 | SK-OV-3 | HCT-15 | HCT-116 | KM12
Oc1ccc2c(ccc3[nH]cnc32)c1
    99 | 103 | 102 | 106 | 99 | 108 | 113 | 107 | 107
CC(C)C1=CC23CCC4C(C)(C(=O)O)CCCC4(C)C2CC1C1C(=O)N(c2ccccc2)C(=O)C13 (stereo not given)
    100 | 92 | 109 | 109 | 107 | 98 | 79 | 86 | 85
Cc1nc(Nc2ccccn2)sc1C(=O)/C=C/c1ccc(Br)cc1
    78 | 46 | 26 | nt | 82 | nt | 30 | 73 | 24
COc1cnc2c(c1)C(=O)c1c-2n(CCCBr)c(=O)c2cc([N+](=O)[O-])ccc12
    2.2* | 12 | 1.0* | -26* | 5.1* | 8.4* | 21 | -25* | 1.4*
CSc1nc(N)c(NS(=O)(=O)c2ccc(C(C)=O)cc2)c(=O)[nH]1
    106 | 102 | 103 | 99 | 117 | 117 | 98 | 93 | 103
COc1cc2ccc(CC(=O)O)cc2cc1OC
    105 | 108 | 101 | 117 | 101 | 115 | 102 | 103 | 104
Cc1cnc(CSc2nc(-c3ccc(-c4ccccc4)cc3)cn2-c2ccc(Cl)cc2)c(C)c1
    103 | 94 | 74 | 98 | 92 | 86 | 90 | 68 | 100

Next section
Values run as follows: IGROV1 | SW-620 | HT29 | COLO 205 | OVCAR-4 | SK-OV-3 | HCT-15 | HCT-116 | KM12
COc1ccc(Cc2cnc(N)nc2N)cc1OC
    112 | 99 | 99 | 108 | 106 | 96 | 101 | 100 | 110
Sc1ccccc1N=Cc1cccs1
    106 | 95 | 103 | 89 | 106 | 95 | 99 | 102 | 98
O=C(CSc1nc(-c2ccccc2)[nH]c1S(=O)(=O)c1ccccc1)NC1CC1
    107 | 104 | 95 | -31* | 95 | 13 | 28 | 94 | 100
COc1ccc(C(=O)c2sc3nc4c(c(C(F)(F)F)c3c2N)CN(C(C)=O)CC4)cc1OC
    98 | 100 | 95 | 92 | 86 | 87 | 85 | 89 | 98
CC[C@@H](C(=O)[C@@H](C)[C@@H](O)[C@H](C)[C@@H]1O[C@@H]([C@@H](CC)C(=O)N(CC)CC)CC[C@@H]1C)C1O[C@]2(C=CC(=O)[C@]3(CC[C@@](C)([C@H]4CC[C@](O)(CC)[C@H](C)O4)O3)O2)[C@H](C)C[C@@H]1C (stereo not given in full)
    35 | 25 | 13 | 12 | 34 | 50 | 11 | 6.0* | 41
CS(=O)(=O)OCCCCOS(C)(=O)=O
    94 | 114&106 | 130&108 | 131&112 | 111 | 127 | 141&110 | 269&105 | 137&110
CC(C)(C)c1cc(-c2cc(-c3ccccc3)c3sc(=O)[nH]c3n2)cc(C(C)(C)C)c1O
    76 | 78 | 80 | 92 | 72 | 79 | 85 | 72 | 78
COc1ccccc1OCC1CO1 (stereo not given)
    nt | 95 | 109 | 107 | nt | 99 | 115 | 102 | 104
CC[C@H](CC[C@@H](C)[C@H]1CC[C@H]2[C@@H]3CC(=O)C4=CC(=O)/C(=C/c5ccc([N+](=O)[O-])cc5)C[C@]4(C)[C@H]3CC[C@]12C)C(C)C
    111 | 110 | 104 | 118 | 108 | 124 | 97 | 86 | 100
Cc1nc(C)c(C)nc1C
    108 | 103 | 97 | 119 | 114 | 96 | 109 | 98 | 105
CCOC(=O)c1c(N)c(C#N)cn1-c1cc(OC)c(OC)c(OC)c1
    105 | 99 | 107 | 122 | 107 | 135 | 106 | 113 | 108
CCCCCCN(CCCCCC)CC(O)c1cc(-c2ccccc2)nc2cc(Cl)ccc12 (stereo not given)
    nt | 58 | 62 | 87 | 112 | 94 | 88 | 80 | 70
COc1ccccc1NC(=O)c1ccc(NC(=O)CCl)s1
    -64* | -18* | -66* | 9.2* | 65 | -4.3* | -51* | -68* | 26
O=C(O)CNC(=S)Nc1ccccc1
    111 | 105 | 135 | 107 | 117 | 107 | 103 | 96 | 103
CCN(CC)CCSC(=O)C(c1ccccc1)C1CCCC1 (stereo not given)
    101 | 106 | 103 | 103 | 106 | 115 | 99 | 97 | 101
COc1cc(/C=C2/C(=O)Nc3ccc(Cl)cc32)ccc1O
    84 | 104 | 100 | 112 | 81 | 106 | 75 | 79 | 92
CCc1c(C)c2cc3[nH]c(=O)oc3c(C)c2oc1=O
    85 | 101 | 100 | 124 | 68 | 98 | 82 | 86 | 97
Cc1ccc(O)c(C(=O)c2cc(-c3ccccc3)c(=O)n(NC(=O)c3ccncc3)c2)c1
    104 | 102 | 112 | 111 | 106 | 105 | 106 | 96 | 102
Oc1cccc(-c2nc(-c3nnc(Nc4ccccc4)o3)cc3c2[nH]c2ccccc23)c1
    44 | 82 | 89 | 90 | 76 | 93 | 49 | 37 | 48
NS(=O)(=O)c1cc(C2(O)NC(=O)c3ccccc32)ccc1Cl (stereo not given)
    97 | 109 | 98 | 103 | 112 | 108 | 104 | 99 | 111
Nc1nccc(Nc2ccccc2)n1
    127 | 106 | 121 | 114 | 108 | 109 | 110 | 109 | 101
COc1ccc(Cn2ccc3c2-c2nc(OC)c(S(=O)(=O)c4ccccc4)cc2CCC3)cc1
    90 | 103 | 85 | 98 | 114 | 97 | 87 | 68 | 104
COc1ccc(-c2nnc(Nc3ccc(C(F)(F)F)cc3)o2)cc1OC
    88 | 101 | 79 | 127 | 91 | 105 | 84 | 88 | 83
C=C(C)COC(=O)c1cccc(C(=O)OCC2(C)CO2)c1 (stereo not given)
    108 | 102 | 104 | 117 | 112 | 128 | 93 | 112 | 112
Fc1ccc2nc(-c3c(-c4cccc5ccccc45)nc4sccn34)[nH]c2c1
    94 | 100 | 80 | 90 | 90 | 93 | 92 | 91 | 95
COc1cc(/C=N/c2n[nH]c(Nc3ccccc3)n2)cc(OC)c1OC
    106 | 100 | 113 | 112 | 95 | 103 | 103 | 108 | 104
CCOC(=O)C1=C(C)NC(=O)NC1c1ccc(OCC(=O)N/N=C/c2ccc(Cl)cc2)cc1 (stereo not given)
    95 | 94 | 94 | 105 | 95 | 89 | 97 | 94 | 96
O=S1(=O)CCN(CCCc2ccccc2)CC1
    108 | 94 | 110 | 106 | 103 | 99 | 99 | 97 | 99
Cc1ccc(NC2C(=O)NC(=S)NC2=O)c(C)c1
    100 | 113 | 101 | 112 | nt | 112 | 106 | 104 | 99
CC1(C)CC(=O)C2=C(C1)N(Cc1ccc(C(=O)O)cc1)C1=C(C(=O)CC(C)(C)C1)C2c1cccc([N+](=O)[O-])c1
    111 | 103 | 115 | 118 | 106 | 109 | 103 | 103 | 115
Cc1ccc(S(=O)(=O)NCCCNc2cc(-c3cn(C(C)(C)C)nc3-c3cccc(F)c3)ccn2)cc1
    87 | 59 | 15 | 78 | 91 | 86 | 28 | 57 | 63
COc1cc(N)c2c(c1N)C(=O)c1ccccc1C2=O
    89 | 81 | 99 | 126 | 82 | 77 | 65 | 76 | 29
CCOC(=O)n1cc(-c2nonc2-c2cn(C)c3ccccc23)c2ccccc21
    47 | 19 | 13 | 24 | 60 | 45 | 31 | 22 | 29
N#CC1(Nc2cccc(Cl)c2)CCCC1
    115 | 109 | 100 | 104 | 115 | 111 | 109 | 98 | 107
O=C(Nc1ccc(OS(=O)(=O)C2CC2)cc1)C12CC3CC(CC(C3)C1)C2
    118 | 113 | 46 | 98 | 94 | 102 | 86 | 98 | 93
Cn1c(N)nc2c(ncn2C2CC(O)C(CO)O2)c1=O (stereo not given)
    85 | 107 | 103 | 115 | 101 | 102 | 97 | 88 | 105
O=c1nc2c(-c3nc(-c4ccc(F)cc4)no3)n[nH]n2c2sc3c(c12)CCCC3
    107 | 100 | 113 | 115 | 110 | 122 | 87 | 110 | 100
CC(=O)c1ccc(NC(=O)c2ccccc2CN2C(=O)c3ccccc3C2=O)cc1
    98 | 96 | 107 | 103 | 93 | 100 | 105 | 109 | 108
Cc1cccc(C)c1NC(=S)N(C)C
    109 | 103 | 105 | 106 | 101 | 105 | 100 | 94 | 98
CCCOC(=O)c1cc(O)ccc1O
    109 | 111 | 104 | 108 | 109 | 107 | 105 | 101 | 108
